# NCI-60 one-dose screen, 48 h, at 10 µM unless noted. Numbers give growth in % (100 = growth as untreated, 0 = no growth, -100 = all killed).
# HL-60(TB): HL-60(TB) leukemia cells; actives 9% (n = 78,000); AID 1794776; active = growth percent below 10
# Active calls of the source: *; & = joins results of further samples. A portion of the library; count on the stated rates, not on these rows.
SMILES,HL-60(TB)
O=C(/C=C/C12c3ccccc3C(c3ccccc31)C1C(=O)NC(=O)C12)c1ccccn1 (stereo unspecified),-12*
Cc1ccc(N2CCN(C(=S)c3ccccc3)CC2)cc1,96
CN(C)CCCN1c2ccccc2Sc2ccc(C(F)(F)F)cc21,0.9*
N#CCCCCCn1c2ccccc2c2c3c(c4c5ccccc5n(CCCCCC#N)c4c21)C(=O)N(O)C3=O,64
CCN(CC)CCNC(=O)c1cccc(N2C(=O)/C(=C/c3cccc(F)c3)SC2=S)c1,94
O=C(Nc1ccc(C2=NCCCN2)cc1)Nc1ccc(C2=NCCCN2)cc1,87
COc1nc2c(c(=O)[nH]1)C1(C(=O)N(Cc3ccccc3)c3ccccc31)c1c(nc(OC)[nH]c1=O)N2,89
C=C(C)[C@@H]1C[C@H](O)Cc2ccc(Cl)c(C)c2N1,109
NNC(=O)c1cccs1,92
C[C@@H](NC(=O)Nc1ccc2cc3ccc(NC(=O)N[C@H](C)c4ccccc4)cc3nc2c1)c1ccccc1,108
O=C1C2CC3N1CCC31c3ccccc3-n3c1c2ccc3=O (stereo unspecified),97
COc1cc2c(c3c1c(=O)c1cccc(F)c1n3C)C=CC(C)(C)O2,100
CC1(O)CCC(Nc2cc(-c3ccc(C(F)(F)F)cc3)c(C#N)c3nc4ccccc4n23)CC1 (stereo unspecified),63
COc1nc2c(c(=O)n1C)CN(c1ccccc1)C(=O)C(C)N2 (stereo unspecified),94
COc1cc2cn3c4ccccc4oc(=O)c3c2cc1OC,95
O=C(O)c1cc(F)cc(F)c1,103
Cc1cc(Br)ccc1Br,101
O=C(NNCN1C(=O)c2ccccc2C1=O)c1ccccc1,94
CN1CCN(c2ccc(/C=C/C(=O)c3cc4ccccc4oc3=O)cc2)CC1,85
Cc1ccc(-c2ccc(-c3ccccc3N)c3[nH]c4ccccc4c23)cc1,80
Cc1cc(N=Nc2ccc(-c3ccc(N=Nc4c(S(=O)(=O)O)cc5cc(S(=O)(=O)O)c(N=Nc6ccccc6)c(O)c5c4N)cc3)cc2)c(N)cc1N,97
O=C(O)C(c1ccccc1)C(O)C1CCCC1 (stereo unspecified),120
CCCCCCc1cc(-c2cc(CCCCCC)nc(N)n2)nc(N)n1,77
Cc1cccc(NCc2ccccc2)c1,108
N#C/C(=C\c1ccc(-c2ccccc2Cl)o1)c1ccccc1,100

# Given bar-delimited: part of the list above
molecule | HL-60(TB)
O=C1C2CC3N1CCC31c3ccccc3-n3c1c2ccc3=O (stereo unspecified) | 97
COc1cc2c(c3c1c(=O)c1cccc(F)c1n3C)C=CC(C)(C)O2 | 100
CC1(O)CCC(Nc2cc(-c3ccc(C(F)(F)F)cc3)c(C#N)c3nc4ccccc4n23)CC1 (stereo unspecified) | 63
COc1nc2c(c(=O)n1C)CN(c1ccccc1)C(=O)C(C)N2 (stereo unspecified) | 94
COc1cc2cn3c4ccccc4oc(=O)c3c2cc1OC | 95
O=C(O)c1cc(F)cc(F)c1 | 103
Cc1cc(Br)ccc1Br | 101

# (continued)
SMILES,HL-60(TB)
CC(=O)OCC1OC(OC2=C(CC=C(Cl)Cl)C(=O)c3ccccc3C2=O)C(OC(C)=O)C(OC(C)=O)C1OC(C)=O (stereo unspecified),0.4*
CC(C)=CCC[C@](C)(O)[C@H]1CC[C@]2(C)[C@@H]1CC[C@@H]1[C@@]3(C)C/C(=C/c4ccccn4)C(=O)C(C)(C)[C@@H]3CC[C@]12C,46
O=S(=O)(O)Cc1cccc2ccccc12,105
Clc1ccc(-c2csc(Nc3cccc(Nc4csc(-c5ccc(Cl)cc5)n4)c3)n2)cc1,96
C/C(=N\Nc1ccccc1C(=O)O)C(=O)NCC(=O)O,117
Cc1sc(N/N=C/c2cn(-c3ccc(C(=O)O)cc3)nc2-c2ccc(C(=O)O)cc2)nc1C(F)(F)F,104
CSC(=S)NCC(=O)O,104
C[C@@H]1CC(=O)C2CCCC1C2=O (stereo partly specified),100
O=Cc1c(OCc2cnnn2CC(=O)Nc2ccc(Cl)cc2)ccc2ccccc12,98
Nc1ccc(S(=O)(=O)Nc2nc(-c3ccccc3)cc(-c3ccccc3O)n2)cc1,111
CC1CN(/N=C/c2ccc([N+](=O)[O-])o2)C(=N)O1 (stereo unspecified),100
O=C1Nc2ccccc2/C1=C/c1ccc(COCC2CO2)n1Cc1ccccc1 (stereo unspecified),71
C=CCN1CCN(/C(=N/c2sc(-c3ccccc3)nc2-c2ccccc2)c2ccc(C)cc2)CC1,73
Ic1ccc(CCc2ccc(I)cc2)cc1,93
CCCCC1=C(Br)C(=O)c2ncccc2C1=O,83
COc1ccc(CCN2C(=O)/C(=C/c3ccc(C4Oc5ccccc5C5CC(c6ccc(Cl)cc6)=NN54)cc3)SC2=S)cc1 (stereo unspecified),97
COc1c(O)cc2oc3cc(O[C@H]4O[C@@H](CO)[C@@H](O)C(O)C4O)c(CC=C(C)C)c(O)c3c(=O)c2c1CC=C(C)C (stereo partly specified),96
c1cnc2nc3c(cc2c1)oc1ncccc13,103
COC(=O)c1ccc2c(c1)Oc1ccc(Cl)cc1-c1cc(C)nn1-2,103
CCn1c(=O)sc2cc(Cl)ccc21,108
CC1=CC2C(=O)c3c([nH]c4ccccc34)NC2C=C1 (stereo unspecified),98
CCOC(=O)c1cn(CCN(C)C)c2nc(NCc3ccc(OC)c(OC)c3)nn2c1=O,99
CSc1nc(S(C)(=O)=O)nc2[nH]c(=O)[nH]c12,108
c1cc(N2CCCC2)c2nc(-c3[nH]ncc3Nc3ncnc4[nH]ccc34)[nH]c2c1,-16*
CCOC(=O)/C(C#N)=C\c1ccc(N(C)C)cc1,92

# The list goes on; the last 7 above are carried over.
SMILES,HL-60(TB)
COC(=O)c1ccc2c(c1)Oc1ccc(Cl)cc1-c1cc(C)nn1-2,103
CCn1c(=O)sc2cc(Cl)ccc21,108
CC1=CC2C(=O)c3c([nH]c4ccccc34)NC2C=C1 (stereo unspecified),98
CCOC(=O)c1cn(CCN(C)C)c2nc(NCc3ccc(OC)c(OC)c3)nn2c1=O,99
CSc1nc(S(C)(=O)=O)nc2[nH]c(=O)[nH]c12,108
c1cc(N2CCCC2)c2nc(-c3[nH]ncc3Nc3ncnc4[nH]ccc34)[nH]c2c1,-16*
CCOC(=O)/C(C#N)=C\c1ccc(N(C)C)cc1,92
CCOC(=O)C(Cc1cccc(F)c1)C(=O)OCC,110
COc1cc(-n2cc(C#N)c(N)c2C(=O)c2ccc(Br)cc2)cc(OC)c1OC,93
c1ccc(-n2c(SCCc3c[nH]c4ccccc34)nnc2-c2ccncc2)cc1,96
NP(=O)(Oc1ccccc1)Oc1ccccc1,124
CCOC(=O)OCc1ccccc1,95
COc1cc(-c2nc3ccccc3s2)cc(CN2CCCCC2)c1O,101
CCCCCCCCCCCC1=NCC(CC(C)CC(C)(C)C)O1 (stereo unspecified),98
O=[N+]([O-])c1cc(F)cc(F)c1,99
S=C(Sc1ccc(Cl)cc1)Sc1ccc(Cl)cc1,-64*
COc1ccc2c(c1OC)C(=O)OC2,98
CCOC(=O)C1(C(=O)OCC)NC(=O)CC1CC (stereo unspecified),95
COc1cc2c(cc1OCCCOc1ccc(-c3ccc4c(c3)c3cc(-c5ccc(OCCCOc6cc7c(cc6OC)C(=O)N6CCC[C@H]6C=N7)cc5)ccc3n4S(=O)(=O)c3ccc(F)cc3)cc1)N=C[C@@H]1CCCN1C2=O,96
CC1(C)CC[C@]23CC[C@]4(C)[C@H](CC[C@@H]5[C@@]6(C)CC(CCC#N)(CCC#N)C(=O)C(C)(C)[C@@H]6CC[C@]54C)[C@H]2[C@H]1OC3=O,121
CCOC(=O)c1noc2c1CCc1cn(Cc3ccc(OC)c(OC)c3)cc1-2,70
COc1ccc(C(=O)/C(=N/O)S(=O)(=O)c2ccccc2)cc1,85
CC(C)C1=C[C@@]23CC[C@@H]4[C@](C)(CCC[C@@]4(C)C(=O)OCc4cn(Cc5ccccc5)nn4)[C@H]2C[C@@H]1[C@H]1C(=O)OC(=O)[C@H]13,87
Cc1cc(Cl)cc(NS(=O)(=O)c2ccc(-c3cnc(C4CC4)o3)cc2)c1,-4.2*
CC1=C2[C@@H](CC1)[C@]1(C)O[C@@](C(C)C)(C[C@H]1OC(=O)[C@H](C)N)[C@H]2OC(=O)/C=C/c1ccccc1,97
COC(=O)C1(O)NC(=C(C#N)C#N)C(C#N)=C1C(=O)c1cccs1 (stereo unspecified),101
Cc1c(C(=O)N2CCN(c3ccccc3)CC2)nn(-c2ccc(Cl)cc2)c1-c1ccc(Cl)cc1,75
CCN1CCN(C2C(=O)NC(c3cccc([N+](=O)[O-])c3)c3sc4c(F)cccc4c32)CC1 (stereo unspecified),102
Cc1ccc(OC(=O)Cc2ccccc2)cc1,48
O=C(O)c1cc(O)c(O)c(Cl)c1,88
CC1=C(C)C(=O)OC([C@@](C)(O)[C@]2(O)CC[C@@]3(O)C4C[C@@H](O)[C@@]5(O)CC=CC(=O)[C@]5(C)C4CC[C@]23C)C1 (stereo partly specified),61
Nc1nnc2cc(Cl)ccc2n1,145

# Carrying on.
SMILES,HL-60(TB)
COc1cccc2cc(-c3cc4ccccc4[nH]3)/c(=N\NC(=O)c3ccc(Cl)cc3)oc12,-12*
O=c1oc2ccc(Cl)cc2c(=O)n1-c1cc(C(F)(F)F)cc(C(F)(F)F)c1,-21*
CC(=O)Nc1ccc(S(=O)(=O)N=C(N)N)cc1,111
NC(=Nc1ccccc1)SCCS(=O)(=O)O,115
CCCCC1(CC)COC(c2ccc(Cl)cc2)OC1 (stereo unspecified),96
COP(=O)(OC)c1nnn(-c2ccc([N+](=O)[O-])cc2)c1C,99
NNC(=O)c1cc(-c2ccc(Cl)cc2)n(-c2ccc(S(N)(=O)=O)cc2)n1,107
C=CCN(CC=C)C(=O)[C@H](CC)[C@@H]1CC[C@@H](C)[C@@H]([C@H](C)[C@@H](O)[C@@H](C)C(=O)[C@H](CC)C2O[C@]3(C=C[C@@H](O)[C@]4(CC[C@@](C)([C@H]5CC[C@](O)(CC)[C@H](C)O5)O4)O3)[C@H](C)C[C@@H]2C)O1 (stereo partly specified),-37*
Cc1c(Cc2ccccc2)c(=O)oc2c(C)c(OCc3nnc(SC/C=C/c4ccccc4)o3)ccc12,100
C=C(C)[C@@H]1CC[C@]2(CN)CC[C@]3(C)[C@H](CC[C@@H]4[C@@]5(C)CCC(N)[C@@](C)(CO)[C@@H]5CC[C@]43C)[C@@H]12 (stereo partly specified),-66*
O=[N+]([O-])c1ccc(C(n2nnc3ccccc32)n2nnc3ccccc32)c2cccnc12,97
CC(=O)c1ccc(Cc2ccc(C(C)=O)cc2)cc1,73
c1cc2c3c(cccc3c1)NN=N2,105
NS(=O)(=O)Oc1ccc(NC(=O)c2ccncc2)cc1,100
Cc1[nH]c2ncnc(Nc3ccc(NC(=O)Nc4cccc(C(F)(F)F)c4)c(F)c3)c2c1C,126
Clc1ccc(/C=C/c2cc(/C=C/c3c(Cl)cccc3Cl)nc3ccccc23)cc1,104
CC[C@H](CC[C@@H](C)[C@H]1CC[C@H]2[C@@H]3CC(=O)C4=CC(=O)/C(=C/c5ccco5)C[C@]4(C)[C@H]3CC[C@]12C)C(C)C,89
CC(C)OP(=S)(OC(C)C)SC(=O)N(C)C,98
O=C(O)c1cn(C2CC2)c2cc(N3CCN(CN4C(=O)c5ccccc5C4=O)CC3)c(F)cc2c1=O,94
Nc1cccc(Nc2cc(S(=O)(=O)O)c(N)c3c2C(=O)c2ccccc2C3=O)c1,105
CCCCN(CCCC)C(=N)/C=C/c1ccccc1,79
COc1cc(OC)c(C(=O)C(CN(C)C)CN(C)C)cc1OC,-63*
COc1ccc(C(=O)N2c3ccccc3Sc3ccccc32)c(F)c1,15
O=C(c1ccc(Cl)cc1)C1C(c2ccccc2)C1[N+](=O)[O-] (stereo unspecified),99
CCN1CCN(c2ccc3c4c(cccc24)C(=O)N(N2C(=O)c4cccc5cccc(c45)C2=O)C3=O)CC1,101

# Following part
SMILES,HL-60(TB)
COc1cc(-c2cc(/C=C3\CCCCC3=O)[nH]n2)cc(OC)c1OC,98
Cc1ccc(-c2nc(SCc3nc4ccc(C(=O)O)cc4[nH]3)[nH]c(=O)c2C#N)cc1,96
CC1=C(C(=O)N(Cc2ccccc2)Cc2ccccc2)C(c2ccccc2)NC(=O)N1 (stereo unspecified),107
Clc1ccc(/C=C/c2cc(/C=C/c3ccccc3)c3ccccc3n2)c(Cl)c1,87
O=C(O)CN1C(=O)C2C3CC(C2C1=O)C1C(c2ccc(F)cc2)c2sc(=S)[nH]c2SC31 (stereo unspecified),100
COc1ccc2[nH]cc(C3(c4c[nH]c5ccc(OC)cc45)C(=O)Nc4ccccc43)c2c1,88
O=C(N/N=C/c1ccccc1)C(Oc1ccccc1)c1ccccc1 (stereo unspecified),109
CCCN1C(=O)/C(=C2\SC(=N)NC2=O)c2ccccc21,100
CC1=C(C#N)C2=Nc3ccccc3C(=O)NN2C(c2ccccc2)=C1,120
O=C1NCCOc2ccccc21,95&94
Cc1cc(NC(=O)c2cccc(C(F)(F)F)c2)n(-c2nc(-c3ccc4c(c3)OCO4)cs2)n1,70
O=C1NCN(CCN2CCNC2=O)CN1,104
Cc1cc(=O)n2n1-c1ccc(C(F)(F)F)cc1NC(=O)C2,103
CCOC(=O)/C=C/CCCC1CCCCC1,103
Cc1cc(-c2ccc(Cl)cc2)n(Cc2nnc(SCC(=O)Nc3ccc(S(N)(=O)=O)cc3)n2-c2ccc([N+](=O)[O-])cc2)n1,77
CCOC(=O)c1ccc(C)nc1,112
O=C(NNc1nc2cc(F)ccc2n2c(CN3CCOCC3)ccc12)c1ccccc1,-1.5*
Nc1ncnc2c1ncn2C1OC(CO)C(O)C1O (stereo unspecified),105&85&66
NS(=O)(=O)c1ccc(-n2ncc3c(NNC(=O)Nc4ccc(Cl)cc4)ncnc32)cc1,86
CCCCCOC(=O)Cc1c[nH]c2ccccc12,93
O=C(CS(=O)(=O)c1ccccc1)c1cc2cc(Br)ccc2oc1=O,105

# Source: PubChem BioAssay (NCI)
